Screens from PubChem BioAssay.
CBFb-RUNX1 inh = inhibitors of human CBF-beta and RUNX1 interaction; Q01196+Q13951; AID 1477; 230,000 tested, under 10 active; Potency, µM (highest dose often 59.8 µM), for inactives: at the top dose activity, negative = inhibition, usual class: inhibitors; AlphaScreen CBFb-His/RUNX1-biotin binding, biochemical; also: % of control where 0% means no effect
Target sequence (Q01196 whole entry, looked up): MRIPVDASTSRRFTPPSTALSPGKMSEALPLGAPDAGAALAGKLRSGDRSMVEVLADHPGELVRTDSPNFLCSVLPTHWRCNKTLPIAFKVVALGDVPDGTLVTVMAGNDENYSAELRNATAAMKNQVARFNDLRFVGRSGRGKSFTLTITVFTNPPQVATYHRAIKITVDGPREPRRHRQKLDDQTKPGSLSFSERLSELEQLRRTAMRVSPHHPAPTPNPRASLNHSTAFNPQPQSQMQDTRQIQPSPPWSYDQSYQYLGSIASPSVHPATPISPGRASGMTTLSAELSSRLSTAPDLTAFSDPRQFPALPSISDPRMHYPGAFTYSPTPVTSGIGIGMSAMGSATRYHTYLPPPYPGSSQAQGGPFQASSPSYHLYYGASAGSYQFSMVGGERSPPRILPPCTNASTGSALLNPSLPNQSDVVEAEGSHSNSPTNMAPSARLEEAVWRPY
Target sequence (Q13951 whole entry, looked up): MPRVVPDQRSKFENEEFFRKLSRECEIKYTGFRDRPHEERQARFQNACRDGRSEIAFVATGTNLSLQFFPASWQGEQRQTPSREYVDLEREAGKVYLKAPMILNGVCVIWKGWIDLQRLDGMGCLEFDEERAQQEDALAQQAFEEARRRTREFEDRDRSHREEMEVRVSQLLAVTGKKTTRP
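Read-out: AlphaScreen. Format: His-CBF-beta with biotinylated RUNX1 (30 nM each) preincubated 20 min, compound 15 min, Ni-chelate plus streptavidin beads 90 min; room temperature throughout.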
NPSR antagonist = blocks cAMP signaling of the human neuropeptide S receptor | hit rate 1% among 220,000 | AID 1461 | CHO-NPSR cells, cAMP TR-FRET, antagonist mode | Potency, µM (titrated, usually from 38.3 µM), without a hit: at the highest dose activity change, negative = inhibition, actives largely listed as inhibitors | Q6W5P4; also: potency is read from the fitted curve at half-maximal effect; % is scaled to controls: 0 for no effect and ±100 for the full control effect; nearly all actives have a fitted effect of over 50% in size; many of its hits are not listed in these tables
Target sequence (Q6W5P4 whole entry, looked up): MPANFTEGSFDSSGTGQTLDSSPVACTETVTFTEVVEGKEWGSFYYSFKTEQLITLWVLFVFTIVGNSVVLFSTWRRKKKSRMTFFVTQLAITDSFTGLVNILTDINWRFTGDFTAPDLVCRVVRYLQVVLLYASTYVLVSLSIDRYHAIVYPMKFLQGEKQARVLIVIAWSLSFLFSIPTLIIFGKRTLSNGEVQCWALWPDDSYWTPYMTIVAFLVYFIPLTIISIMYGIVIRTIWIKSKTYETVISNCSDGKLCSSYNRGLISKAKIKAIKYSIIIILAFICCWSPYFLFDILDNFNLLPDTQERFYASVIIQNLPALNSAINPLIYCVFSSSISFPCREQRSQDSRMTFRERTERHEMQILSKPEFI
Epigenetic reg = regulators of epigenetic silencing causing reporter derepression in mouse cells. AID 1865. murine LDR cells, GFP reporter derepression, 30 h. Potency, µM (highest dose often 53.9 µM), inactives show top-dose GFP activation, hits mostly activators. hit rate 0.2% among 280,000; also: potency is read from the fitted curve at half-maximal effect; % of control where 0% means no effect; nearly all actives have a fitted effect of over 60% in size
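Murine LDR cells bearing a silenced CMV-driven GFP reporter were exposed to compound for 30 h at 37 C. After PBS washes, GFP-positive cells (20-120 um objects) counted by laser-scanning microplate cytometry.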
Lamin A splicing = changes lamin A minigene splicing in HeLa cells; HeLa LMNA splicing GFP/RFP minigene ratio, 48 h; Potency, µM (doses to about 46.1 µM), without a hit: at the top dose ratio change, negative = inhibition, hits mostly inhibitors; hit rate 0.01% among 200,000; AID 1487; active = well fitted inhibition curve with a large enough effect in the signal ratio, with a control signal flat, not every such curve was filed as active; inconclusive = small, poorly fitted or top-dose-only effect, or effect the other way, or a change in a side signal; the % refers to the signal ratio; also: potency is read from the fitted curve at half-maximal effect; % is scaled to controls: 0 for no effect and ±100 for the full control effect
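Read-out is the ratio of GFP to DsRed2 object intensity, acquired by 488 nm laser-scanning cytometry on HeLa lamin A-EGFP minigene reporter cells. Compound incubation 48 hrs at 37 °C in Opti-MEM with 2% FBS; DMSO 0.5% final.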
IMPase Li cell = IMPase inhibition in cells with lithium potentiation | AID 1457 | Potency, µM (top dose mostly 59.4 µM), inactives show at the highest dose activity, negative = IMPase inhibition, most hits filed as inhibitors | hit rate 0.35% among 210,000 | CHO-M1 cells, IP1 TR-FRET (IP-One), carbachol + lithium;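 also: IP1 builds up when IMPase is blocked and the TR-FRET signal falls; potency is read from the fitted curve at half-maximal effect; plate controls were basal vehicle for no effect and high inhibitor control for full effect; nearly all actives have a fitted effect of over 50% in size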
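IP1 accumulation measured by competitive TR-FRET in lysed CHO-M1 cells after 30 min compound exposure at 37C, with a small lithium addition to potentiate weak responses. Hill-equation AC50 from ratio and donor-channel data.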
aGal spleen mod = alpha-galactosidase A (human) modulation; Potency, µM (top dose mostly 80 µM), for inactives: at the highest dose activity change, negative = inhibition, hits mostly inhibitors; hit rate 0.008% among 240,000; AID 2107; human spleen homogenate, 4MU-alpha-Gal fluorescence, 40 min; P06280;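 also: potency is read from the fitted curve at half-maximal effect; 0% = enzyme with vehicle and -100% = no enzyme basal signal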
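Inhibition or activation of alpha-galactosidase in human spleen homogenate is scored by 4-MU fluorescence after 40 min at 37C, pH 5.0, with 1 mM substrate. AC50s come from concentration-response fitted to the Hill equation.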
Luc counter = blocks Kinase-Glo luciferase, a counter-screen artifact; Q27757; Kinase-Glo luciferase, ATP luminescence, 8 min; Potency, µM (titrated, usually from 38.3 µM), for the others: at the highest dose activity change, negative = inhibition, most hits filed as inhibitors; hit rate 0.28% among 200,000; also: potency is read from the fitted curve at half-maximal effect; % is scaled to controls: 0 for no effect and ±100 for the full control effect; nearly all actives have a fitted effect of over 60% in size
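Kinase-Glo luciferase light output from ATP and luciferin was measured with 10 uM ATP, within the enzyme's linear range. Buffer: 50 mM imidazole pH 7.2, 50 mM KCl, 7 mM MgCl2, 0.01% Tween 20, 0.05% BSA; luminescence read after 8 min at ambient temperature.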
Starred values were filed as active, the others as inactive; ? = inconclusive; nt = no result given; & = joins results of further samples; [ ] = dose if it differs, or a comment. Unless noted, calls follow the shape of the dose curve; as a rule, active = well fitted curve in the direction sought with a large enough effect; inconclusive = small, poorly fitted or top-dose-only effect, or another doubt; inactive = no such curve, though single readings can be large; an effect the other way counts as inactive or inconclusive.

SMILES	CBFb-RUNX1 inh	NPSR antagonist	Epigenetic reg	Lamin A splicing	IMPase Li cell	aGal spleen mod	Luc counter
CC(=O)Oc1ccc2oc(=O)c3c(c2c1)CCCN3C(=O)CN1CCOCC1	4%	15%	1.4%	nt	-5%	5%	3%
N#CCCN(Cc1cccnc1)C(=O)Nc1ccc(Cl)c(Cl)c1	9%	-10%[46.1 µM]	13%	-20%	22%[38.3 µM]	-4%	3%
O=C(/C=C/c1ccc([N+](=O)[O-])s1)N1CCCCC1	4%	-28%	2.1%	12%[46 µM]	6%	1%	-4%
CCC(=O)Nc1ccc2nc(SCC(=O)N3CCCC3)sc2c1	9%	-11%[46.1 µM]	-4.8%	-14%	0%[38.3 µM]	8%	5%
COC(=O)[C@H](C(C)C)n1c(C)c(C(C)=O)c(C(C)=O)c1C	6%	16%[46.1 µM]	0.0%	-9%	-9%[38.3 µM]	-2%	4%
CC(C)NC(=S)NNc1nc2ccccc2s1	-3%	-1%	?	-3%[46 µM]	-9%	11%	3%
O=C(O)c1ccc(C=C(c2nc3ccccc3s2)c2nc3ccccc3s2)cc1	-6%	?	9.9%	-25%[46 µM]	-3%	-4%	7%
Cc1cc(C(=O)COc2cccnc2[N+](=O)[O-])c(C)n1Cc1cccs1	-6%	4%	1.1%	-25%[46 µM]	13%	-9%	3%
CC(=O)c1ccc(N2CCN(C(=S)Nc3ccccc3)CC2)cc1	-12%	-11%[46.1 µM]	4.1%	-8%	53%[activator][38.3 µM]	-2%	4%
Cc1cc2nc(-c3ccc(SCc4ccccn4)nc3)[nH]c2cc1C	?	-45%	1.1%	-8%[9.22 µM]	12%	5%	-11%
Cc1cnn(-c2cc(N/N=C/c3ccc(F)cc3)ncn2)c1	0%	-6%[46.1 µM]	-0.9%	8%	-4%[38.3 µM]	1%	-1%
O=C(CN1CCN(Cc2ccc(F)cc2)C1=O)NCc1cccs1	4%	2%[46.1 µM]	0.8%	-3%	8%[38.3 µM]	-2%	-1%
O=C(CCS(=O)(=O)c1ccc(Cl)cc1)Oc1ccc2c(c1)OCO2	1%	?	2.2%	-13%	3%[38.3 µM]	5%	13%
Cc1ccc(S(=O)(=O)Nc2cc(-c3ccc(Cl)cc3)nn2C)cc1	-2%	22%	2.4%	nt	nt	6%	nt
COc1cc(/C=N/NC(=O)c2ccc(-n3cccc3)cc2)ccc1O	-19%	-6%	-1.8%	-5%	2%	-5%	0%
S=C(NCC1CCCO1)N1CCN(c2ccc(Cl)c(Cl)c2)CC1 (stereo not given)	-2%	-45%	-0.1%	nt	20%	0%	4%
CC(C)CCNC(=O)C(c1ccncc1)N(CC1CCCO1)C(=O)Cn1nnc(-c2ccc(F)cc2)n1 (stereo not given)	-5%	-10%	1.1%	-26%[46 µM]	4%	-5%	-2%
COc1ccc(C2C(C#N)=C(N)SC(N)=C2C#N)cc1OC	-1%	-10%[46.1 µM]	0.0%	2%	-15%[38.3 µM]	-2%	-3%
COc1ccc(-n2ncc3c(NCC(C)C)ncnc32)cc1	-2%	-6%	0.0%	-7%	0%	-3%	1%
Cc1ccc2nc(-c3cccc(NC(=O)c4ccco4)c3)[nH]c2c1	2%	-11%[46.1 µM]	-3.2%	-22%	28%[38.3 µM]	9%	?
CC(C)c1onc(C(=O)Nc2cccc(Cl)c2)c1[N+](=O)[O-]	-11%	-9%	-2.8%	23%[46 µM]	-1%	13%	-1%
Cc1cnc(CNc2ncncc2-c2ccoc2)cn1	nt	nt	nt	-1%	6%	7%	nt
CC1Cc2ccccc2N1C(=O)Cn1c(=O)oc2cc(S(=O)(=O)NC3CCCC3)ccc21 (stereo not given)	-1%	-11%[46.1 µM]	0.8%	-5%	-12%[38.3 µM]	-3%	-1%
CCCCOC(=O)CCc1c(C)[nH]c(=O)c(C#N)c1C	6%	-3%[46.1 µM]	-1.1%	-6%	-8%[38.3 µM]	-14%	2%
C=CCn1c(CNC(=O)c2ccccc2F)nnc1SCC(=O)NC(C)c1ccccc1 (stereo not given)	20%	-18%	-1.9%	nt	0%	8%	0%
Cc1ccc(SCc2cc(=O)c3c(=O)n(-c4ccccc4)[nH]c3[nH]2)cc1	?	-1%	-1.5%	nt	10%	-4%	0%
NS(=O)(=O)c1ccc(CCN=C(NS(=O)(=O)c2cccs2)c2ccccc2)cc1	-3%	9%	-2.5%	nt	-7%	-4%	0%
Cn1c(SCC(=O)N/N=C/C=C\c2ccccc2[N+](=O)[O-])nc2ccccc21	0%	6%[46.1 µM]	0.0%	-5%	1%	0%	0%
Clc1cccc(OCCCN2CCCC2)c1Cl	8%	9%	-2.0%	-8%	3%	-4%	-3%
N=C(CC(O)COc1ccccc1-c1ccccc1)N1CCCCC1 (stereo not given)	?	nt	2.1%	nt	11%	-9%&-11%	nt

Structures from the list above that have a furan ring, fused or not (2):
SMILES	CBFb-RUNX1 inh	NPSR antagonist	Epigenetic reg	Lamin A splicing	IMPase Li cell	aGal spleen mod	Luc counter
Cc1ccc2nc(-c3cccc(NC(=O)c4ccco4)c3)[nH]c2c1	2%	-11%[46.1 µM]	-3.2%	-22%	28%[38.3 µM]	9%	?
Cc1cnc(CNc2ncncc2-c2ccoc2)cn1	nt	nt	nt	-1%	6%	7%	nt

Remaining list, next part:
SMILES	CBFb-RUNX1 inh	NPSR antagonist	Epigenetic reg	Lamin A splicing	IMPase Li cell	aGal spleen mod	Luc counter
CCS(=O)(=O)N1CCC(C(=O)NCc2ccc(F)cc2)CC1	1%	-4%[46.1 µM]	-0.2%	7%	3%[38.3 µM]	10%	-1%
Cc1cc(-c2c(C)[nH]n(-c3ccc(Cl)cc3)c2=O)n(-c2ccc(Cl)cc2)n1	-5%	3%[46.1 µM]	-1.5%	?	-1%[38.3 µM]	2%	0%
CCN(CC)c1ccc(/C=N/NC(=O)CNC(=O)c2ccccn2)cc1	-8%	-14%	-0.4%	nt	2%	6%	2%
O=C(NCCOC(=O)c1ccc(S(=O)(=O)N2CCOCC2)cc1)c1cccnc1	2%	6%[46.1 µM]	-1.1%	-11%	15%[38.3 µM]	6%	2%
CC1(C)CC2CC(C)(CN2C(=O)Cc2ccccc2)C1 (stereo not given)	16%	-6%[46.1 µM]	0.0%	7%	-4%	2%	-1%
CCOc1ccc(NC(=O)NCC2CCN(c3ccc(OC)cc3)C2)cc1 (stereo not given)	-8%	-10%[46.1 µM]	0.0%	0%	19%[38.3 µM]	17%	5%
O=[N+]([O-])c1ccc(N2CCN(CCO)CC2)cc1Sc1ccccn1	-1%	-18%	1.6%	-29%[46 µM]	11%	-5%	6%
COc1ccc(/C=N/c2nc3ccccc3n2C)cc1OC	3%	3%[46.1 µM]	-1.8%	12%	1%[38.3 µM]	-4%	?
Cc1ccc(-n2nnnc2SCC(=O)NC2CCCc3ccccc32)cc1 (stereo not given)	8%	-15%	1.1%	-17%	10%	-20%	2%
COc1ccc(N2C(=O)CCC(C(=O)NCCN3CCOCC3)C2c2ccc(OC)c(OC)c2)cc1 (stereo not given)	1%	-3%[46.1 µM]	0.0%	-3%	13%[38.3 µM]	5%	-1%
CC(=O)c1ccc2c3c(cccc13)C(=O)N(c1c(C)nn(C)c1C)C2=O	10%	5%[46.1 µM]	-1.0%	0%	8%[38.3 µM]	-1%	-1%
CCOC(=O)C1=C(C)C2C3C(=O)N(c4ccc(C)cc4C)C(=O)C3C1(C)C1C(=O)N(c3ccc(C)cc3C)C(=O)C21 (stereo not given)	7%	-15%	2.3%	4%	5%	-5%	2%
COc1ccc(OCC(O)CNC(=O)Nc2cc(C)cc(C)c2)cc1 (stereo not given)	4%	-3%[7.67 µM]	-1.4%	nt	nt	5%	nt
CN(C)C(=O)N1CCC(C(=O)NCC2CCCO2)CC1 (stereo not given)	4%	0%[46.1 µM]	-0.9%	-1%	-7%	-3%	3%
CCN1C(=O)/C(=C/c2cnn(CC)c2C)SC1=S	0%	0%	1.1%	-1%	1%	2%	-4%
CC(C)Oc1ccc(C2CC(=O)NC3=C2C(=O)CCC3)cc1 (stereo not given)	-1%	-9%[46.1 µM]	-0.4%	-4%	-4%[38.3 µM]	-5%	2%
O=C(CCCNc1ccccc1)N/N=C/c1cccs1	-1%	-9%	0.0%	15%[46 µM]	1%	2%	-3%
Cc1ccc(NC(=O)c2ccc(S(=O)(=O)C(F)F)cc2)c(C)c1	-4%	-14%[46.1 µM]	1.1%	-22%	7%	4%	-2%
COc1ccc(S(=O)(=O)N2Cc3ccccc3CC2C(=O)Nc2ccc3c(c2)OCO3)cc1 (stereo not given)	-10%	-22%[46.1 µM]	0.4%	2%	16%[38.3 µM]	2%	-5%
CCCC(c1c(C)n(C)n(-c2ccccc2)c1=O)c1c(C)n(C)n(-c2ccccc2)c1=O	11%	-5%[46.1 µM]	-2.0%	7%	-2%[38.3 µM]	-6%	15%
CC(C)NC(=O)c1sc2c(c1C(=O)Nc1cccnc1)CCCC2	0%	-56%	0.1%	nt	nt	-11%	nt
CC1(C)CC(NC(=S)Nc2ccc([N+](=O)[O-])cc2)CC(C)(C)N1	0%	-21%	1.4%	?	9%	-5%	3%
CCNC(=S)NNc1nc(N2CCCCC2)nc(N2CCOCC2)n1	-1%	1%	-4.6%	29%[9.22 µM]	-5%	-9%	3%
Cc1ccc(N=C2NC(=O)C(CC(=O)NCc3ccccc3)S2)cc1C (stereo not given)	1%	-2%	0.0%	?	3%	9%	-4%
CNC(=S)N1C2CCC1CC(NC(=O)NC13CC4CC(CC(C4)C1)C3)C2 (stereo not given)	9%	-6%[46.1 µM]	0.6%	?	31%[38.3 µM]	-3%	3%
COC1C(O)C(CO)OC1n1cnc2c(=O)[nH]c(N)nc21 (stereo not given)	nt	nt	-0.2%	-2%	-4%	-4%	-2%
COc1cc(OC)cc(C(=O)NCC(=O)OCC(=O)Nc2cc(S(C)(=O)=O)ccc2Cl)c1	5%	9%[7.67 µM]	0.0%	nt	nt	1%	nt
CC1CCN(C(=O)COC(=O)c2ccccc2NC(=O)c2ccco2)CC1	-1%	-27%	1.2%	nt	5%	-4%	2%
COc1ccc(C2C(C(N)=O)=C(C)Nc3ncnn32)cc1 (stereo not given)	-1%	11%[7.67 µM]	3.4%	-3%	-14%[38.3 µM]	12%	-1%
C/C(Nc1ccc(F)cc1)=C(/C#N)C(N)=O	-3%	-4%[46.1 µM]	0.0%	-3%	-16%[38.3 µM]	5%	0%

Not all compounds are listed; count on the stated rates, not on these rows.
